# Screens: PubChem, The Scripps Research Institute Molecular Screening Center
# ADAM17 inh: ADAM17 inhibition, QFRET primary screen; P78536; recombinant ADAM17, EDANS/DABCYL FRET peptide cleavage; inhibition, % at 6.95 µM; hit rate 0.83% among 370,000;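 active = inhibition above the mean of compounds lying between control limits plus 3 SD, set per campaign, cut at about 8.5% in these data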;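 note: 0% = DMSO-only wells as the low control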
# TDP2 absorb: blocks human TDP2 phosphodiesterase activity; O95551; recombinant TDP2, T5PNP hydrolysis, p-nitrophenol absorbance 415 nm; inhibition, % at 12.8 µM; hit rate 0.34% among 370,000; AID 720702;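 active = inhibition above the mean of all tested compounds plus 3 SD, set per campaign, cut at about 25% in these data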;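 note: 0% = DMSO with enzyme and 100% = buffer with substrate but no TDP2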
#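 Test system: Human TDP2 enzyme | Reagent: 5 mM T5PNP | Compound dosing: 12.8 µM single point, 1% DMSO | Incubation: Enzyme reaction with compound for 2 h at 37 °C | Technique: p-Nitrophenol epi absorbance | Read-out: % inhibition relative to enzyme-containing and enzyme-free wells | Benchmarks: High control without enzyme, low control DMSO plus TDP2 | Replicates: Singlicate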
# Tn7 DDE FP: inhibitors of Tn7 peptide binding to human fibrin DD(E); hit rate 0.13% among 370,000; inhibition, % at 8.3 µM; FP displacement of FITC-Tn7 peptide from fibrin DD(E); 0% = median of compound wells per plate; AID 720508;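 active = inhibition above the mean of compounds falling within the control limits plus 3 SD of them, cut at about 14% in these data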;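 note: 0% = plate median of compound wells and 100% = 10 µM Aha-Tn7 peptide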
#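 Assay system: Fibrin-DD(E) protein isolated from polymerized human fibrin clots; read-out basis: percent inhibition; medium: Tris/NaCl/CaCl2 buffer, pH 7.8; signal: FP measurement; incubation: 10 min plus 3 h, room temperature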
# PLC-beta3 inh: blocks human PLC-beta3 enzyme activity. hit rate 0.18% among 370,000. AID 720704. inhibition, % at 12.2 µM. Q01970. Purified PLC-beta3, fluorogenic substrate, fluorescence; in the data active = inhibition above about 11%;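 note: 0% = median of compound wells on plate and 100% = full blocker control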
# ASAP1 GAP inh: blocks human ASAP1-stimulated Arf1 GTP hydrolysis; Q9ULH1; hit rate 0.19% among 360,000; inhibition, % at 16.5 µM; GDP FP detection; in the data active = inhibition above about 25%;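 note: 0% = vehicle with enzyme and substrate and 100% = no enzyme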
# ADAM10 inh: inhibitors of human ADAM10; O14672; recombinant ADAM10, EDANS/DABCYL FRET peptide cleavage, 3 h; inhibition, % at 7 µM; hit rate 0.62% among 370,000; AID 720582;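 active = inhibition above a per-campaign cutoff equal to the mean of compounds falling between control-based bounds plus 3 SD, cut at about 20% in these data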;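 note: 0% = DMSO wells while the 100% control is not disclosed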
# ARFGAP1 inh: inhibits rat ARF GTPase activating protein 1; Arfgap1-stimulated ARF1 GTP hydrolysis, GDP FP detection; inhibition, % at 16.5 µM; AID 651572; Q62848; hit rate 0.26% among 360,000;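 active = inhibition above a per-plate limit, mean inhibition of low control wells plus 3 SD, cut at about 25% in these data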;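 note: 0% = DMSO wells with enzyme and 100% = wells lacking Arfgap1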
#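 Material: rat Arfgap1 catalytic domain, aa 1-136; also added: human ARF1(Δ1-17)-GTP substrate; compound dosing: one concentration, 16.5 µM, DMSO 1.26%; incubation: GTP hydrolysis reaction 2 h at 25 °C; measured by: Tracer-displacement fluorescence polarization with EDTA stop, 620/688 nm; evaluation: % inhibition from polarization; repeats: one replicate per compound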
# PLC-gamma1 inh: inhibitors of human phospholipase C gamma1 | P19174 | purified PLC-gamma1, fluorogenic substrate, fluorescence | inhibition, % at 12.2 µM | hit rate 0.84% among 370,000; in the data active = inhibition above about 9.5%
# Target sequence (P19174 whole entry, looked up): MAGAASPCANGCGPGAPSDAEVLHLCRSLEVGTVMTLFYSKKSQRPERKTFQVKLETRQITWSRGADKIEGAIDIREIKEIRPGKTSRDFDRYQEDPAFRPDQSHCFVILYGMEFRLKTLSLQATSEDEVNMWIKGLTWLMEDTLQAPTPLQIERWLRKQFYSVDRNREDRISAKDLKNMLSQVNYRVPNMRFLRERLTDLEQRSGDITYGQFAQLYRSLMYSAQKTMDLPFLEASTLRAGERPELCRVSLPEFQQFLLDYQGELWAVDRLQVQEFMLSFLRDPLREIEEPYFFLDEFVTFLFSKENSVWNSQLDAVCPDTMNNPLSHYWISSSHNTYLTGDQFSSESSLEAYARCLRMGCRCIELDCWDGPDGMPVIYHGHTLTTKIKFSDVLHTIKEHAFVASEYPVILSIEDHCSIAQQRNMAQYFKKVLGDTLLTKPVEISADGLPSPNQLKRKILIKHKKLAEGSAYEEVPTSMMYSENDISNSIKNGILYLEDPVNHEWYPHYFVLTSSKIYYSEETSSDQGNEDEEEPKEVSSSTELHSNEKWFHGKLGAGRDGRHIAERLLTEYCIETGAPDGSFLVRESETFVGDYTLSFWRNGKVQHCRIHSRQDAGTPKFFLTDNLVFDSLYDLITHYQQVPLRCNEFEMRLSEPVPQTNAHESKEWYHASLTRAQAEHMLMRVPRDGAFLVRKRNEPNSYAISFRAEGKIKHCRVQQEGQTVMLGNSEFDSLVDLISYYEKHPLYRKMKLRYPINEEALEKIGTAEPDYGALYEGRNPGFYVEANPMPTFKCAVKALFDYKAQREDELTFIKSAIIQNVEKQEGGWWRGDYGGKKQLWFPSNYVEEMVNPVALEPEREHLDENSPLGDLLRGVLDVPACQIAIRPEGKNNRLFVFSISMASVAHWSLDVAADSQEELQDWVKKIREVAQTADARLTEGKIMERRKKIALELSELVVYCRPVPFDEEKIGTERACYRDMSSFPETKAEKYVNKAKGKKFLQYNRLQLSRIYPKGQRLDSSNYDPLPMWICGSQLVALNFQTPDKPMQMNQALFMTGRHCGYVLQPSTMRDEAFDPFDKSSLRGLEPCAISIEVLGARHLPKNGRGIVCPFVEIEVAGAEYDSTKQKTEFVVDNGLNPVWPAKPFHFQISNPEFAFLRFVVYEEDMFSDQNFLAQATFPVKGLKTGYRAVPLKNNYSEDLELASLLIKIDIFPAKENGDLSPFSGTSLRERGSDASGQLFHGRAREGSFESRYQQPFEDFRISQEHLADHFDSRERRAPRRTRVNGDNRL
# SIAE inh: human SIAE inhibition, primary screen; hit rate 0.69% among 370,000; SIAE FP-Rh probe binding, fluorescence polarization; inhibition, % at 9.66 µM;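 active = inhibition above a cutoff: mean of compounds within the control limits plus 3 SD of those, cut at about 17% in these data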;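 note: 0% = plate median of compound wells and 100% = probe without SIAE protein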
# Tn6 DDE FP: inhibitors of Tn6 peptide binding to human fibrin DD(E); P02675; AID 720509; inhibition, % at 8.3 µM; Fibrin DD(E) TRITC-Tn6 fluorescence polarization displacement; hit rate 0.21% among 370,000;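 active = inhibition above a per-campaign cutoff: mean of compounds within control limits plus 3 SD, cut at about 15% in these data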;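 note: 0% = median of all compound wells on the plate and 100% = blocking peptide control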
# * = called active by the depositor; x = no result given.
SMILES,ADAM17 inh,TDP2 absorb,Tn7 DDE FP,PLC-beta3 inh,ASAP1 GAP inh,ADAM10 inh,ARFGAP1 inh,PLC-gamma1 inh,SIAE inh,Tn6 DDE FP
Cc1ccc(S(=O)(=O)N2CCC(C(=O)N[C@H](C(=O)N3CCN(C)CC3)C(C)C)CC2)cc1,-0.7,6.6,2.6,4.5,2.0,1.5,-14.4,2.4,-6.6,4.8
O=C(NCc1ccc2c(c1)OCO2)C1CCCN(S(=O)(=O)c2cccs2)C1 (stereo not drawn),-4.6,-9.5,1.1,-5.9,-1.1,-23.7,-6.4,2.5,-5.1,1.3
CCOC(=O)c1c(C)n(C)c2ccc(O)c(CN(CC)CC)c12,-1.1,-10.0,1.3,5.9,10.4,6.6,4.0,-2.8,9.8,-4.7
CCOC(=O)c1sc(NC(=O)Cc2ccc(C)cc2)nc1C,-3.9,5.9,3.0,-2.8,6.7,-1.6,-5.1,-1.4,-5.1,-2.1
CC(C)c1cccc(-c2ccc3c(c2)S(=O)(=O)c2cccc(C(=O)NCc4ccco4)c2C3=O)c1,-4.7,5.0,-0.6,-70.2,-2.3,-9.8,-4.3,-38.6,-10.9,7.3
O=C(CO/N=C/c1ccc(Cl)cc1Cl)NNC(=O)c1cccc(Cl)c1,-2.4,-1.5,6.4,-9.8,-2.6,1.0,3.1,-2.2,-0.5,1.6
CCOC(=O)c1ccccc1NC(=O)c1cc(S(=O)(=O)N2CCOCC2)ccc1F,0.6,3.8,-7.1,-6.2,-8.9,6.5,11.0,0.9,1.1,6.2
Cc1cc(-c2ccc(C(C)C)c(S(=O)(=O)NCc3ccco3)c2)on1,0.2,-12.1,-1.3,-13.8,3.9,-1.0,-2.0,-2.2,-6.8,-4.9
O=C(Nc1nc2ccsc2c(=O)s1)c1ccc(F)cc1,-0.4,16.1,-3.3,-8.0,-2.5,3.0,11.1,-0.4,-5.4,-3.6
CC(=O)c1cccc(NC(=O)CCn2c(=S)oc3ccccc32)c1,-2.2,16.3,2.2,1.3,-2.2,1.5,2.6,0.6,-11.7,2.4
NC(=O)C1CCN(C(=O)c2cccc3ccccc23)CC1,-5.2,-1.2,6.1,-5.1,11.6,1.8,-0.6,-2.5,3.6,5.5
CCOC(=O)c1cnc2cc(C)nn2c1C,-6.4,-13.1,4.8,-10.6,-15.6,-7.8,-7.3,-2.6,6.3,3.1
O=S(=O)(NCCC(c1ccc(F)cc1)c1ccco1)c1ccccc1 (stereo not drawn),12.7*,-6.0,4.5,1.1,-3.6,15.3,8.0,1.1,0.5,1.2
CC(=O)N1CCCc2cc(S(=O)(=O)N3CCCC(C(=O)Nc4ccccc4C)C3)ccc21 (stereo not drawn),-3.8,15.3,4.9,-1.2,-9.7,-2.2,-7.8,-1.1,3.5,8.5
O=C(CN1CCN(S(=O)(=O)c2ccc(Br)cc2)CC1)N/N=C/c1cccnc1,1.3,1.7,-3.0,-0.8,-6.3,-5.1,-2.4,-2.1,-1.5,0.6

# In a second layout: two of the compounds above
# Every second line gives: ADAM17 inh	TDP2 absorb	Tn7 DDE FP	PLC-beta3 inh	ASAP1 GAP inh	ADAM10 inh	ARFGAP1 inh	PLC-gamma1 inh	SIAE inh	Tn6 DDE FP
CC(=O)N1CCCc2cc(S(=O)(=O)N3CCCC(C(=O)Nc4ccccc4C)C3)ccc21 (stereo not drawn)
 : -3.8	15.3	4.9	-1.2	-9.7	-2.2	-7.8	-1.1	3.5	8.5
CCOC(=O)c1cnc2cc(C)nn2c1C
 : -6.4	-13.1	4.8	-10.6	-15.6	-7.8	-7.3	-2.6	6.3	3.1

# Other records
SMILES,ADAM17 inh,TDP2 absorb,Tn7 DDE FP,PLC-beta3 inh,ASAP1 GAP inh,ADAM10 inh,ARFGAP1 inh,PLC-gamma1 inh,SIAE inh,Tn6 DDE FP
CN(C)C=NC(=O)c1cc(C(=O)c2ccc(Cl)cc2)c[nH]1,2.6,8.3,2.5,0.7,5.0,1.9,12.0,-2.0,3.6,-1.0
S=c1[nH]nc(COc2cccc3ccccc23)n1Cc1ccccc1,2.0,-12.3,-3.4,-6.4,-14.0,0.5,5.4,0.6,-6.1,3.3
CCC(=O)N1CCN=C1SCc1cc(C)ccc1C,-7.4,-3.9,-0.1,-6.5,10.1,4.6,-3.3,8.5,-0.1,-6.9
O=[N+]([O-])c1cccc(S(=O)(=O)N/N=C\c2ccc3c(c2)OCO3)c1,-1.8,5.4,-5.9,-4.6,-10.4,4.1,-1.2,2.5,6.3,1.6
COc1cc2c(cc1NC(=O)/C=C/c1cc(OC)c(OC)c(OC)c1)oc1ccccc12,-19.1,2.8,0.1,-160.8,0.1,-64.7,6.5,-141.5,-38.1,0.2
CC(C)(C)c1ccc(CC(=O)N2CCC2(C)C(=O)NS(=O)(=O)c2cccc(F)c2)cc1 (stereo not drawn),-0.6,7.1,-1.3,-1.7,6.8,-8.6,4.6,-0.7,-1.0,0.3
COc1ccc(Cl)cc1CN1C(=O)C(Cc2ccccc2)ON=C1C (stereo not drawn),0.9,-2.9,3.8,-0.6,17.3,-10.4,-3.0,2.6,-6.8,5.1
CC1CC(C)(C)Nc2ccc(OC(=O)c3ccco3)cc21 (stereo not drawn),2.6,0.2,-14.0,-3.0,2.4,2.6,-4.9,0.6,3.3,2.9
CC1CCN(C(=O)CCCC(=O)N2CCC(C)CC2)CC1,-1.4,18.1,4.3,-7.1,-8.7,-9.5,6.3,0.1,-4.6,-6.1
Cc1ccc([N+](=O)[O-])cc1-c1ccc(/C=N/NC(=O)c2cc3c(ccc4ccccc43)o2)o1,-6.2,0.0,-8.1,-4.1,-7.0,-11.6,-6.1,-1.7,-6.7,-0.9
C[C@H]1CN([C@@H](C)CO)C(=O)Cc2cc(NC(=O)Nc3ccccc3)ccc2O[C@H]1CN(C)Cc1ccccc1,5.5,0.9,3.6,6.4,22.9,18.5,1.5,3.6,-1.9,-5.3
CCOc1ccc(NC(=O)c2ccc3snnc3c2)cc1,-0.3,6.5,5.0,2.0,8.4,-4.8,8.2,5.6,3.3,-9.3
COCc1cccc(-c2csc(C(NC(C)=O)c3cccc(F)c3)n2)c1 (stereo not drawn),-2.2,1.4,1.3,-32.0,0.5,-20.4,-0.3,-13.3,-7.6,3.9
COc1cccc(C(=O)C(=O)c2cccc(OC)c2OC)c1OC,-1.3,1.9,-1.6,5.0,-9.5,5.1,7.3,1.6,-0.7,-4.1
CCCNC(=O)C1(C)CCCN(Cc2ccc(Oc3ccccc3)cc2)C1 (stereo not drawn),-3.0,-0.7,0.3,0.6,4.2,-1.6,-9.6,1.3,1.7,1.6
COc1ccc2c(C)cc(C)nc2n1,-7.4,6.6,2.7,-3.6,-6.5,13.2,3.0,-1.5,-3.4,5.8
COc1ccc(OC)c(NC(=O)C2(C)CCN2C(=O)C2(c3ccccc3)CCCC2)c1 (stereo not drawn),0.6,8.0,5.5,4.3,-5.5,2.4,-13.3,2.9,2.6,-3.0
O=C(CN1CCN(Cc2cccc(F)c2)CC1)NCc1ccccc1,-2.5,-2.9,-4.9,-6.0,-6.9,3.2,3.8,0.6,-3.3,-3.4
Cc1cccc(NC(=S)NNC(=O)c2csc3c2CCC(C)C3)c1 (stereo not drawn),7.2,-17.2,-3.3,-3.4,-3.0,13.0,1.7,-1.8,4.1,4.2
COc1ccc(OC)c(-c2nc(C)sc2CC(=O)O)c1,-6.6,-0.4,0.0,-0.5,14.6,0.8,6.2,2.0,-1.1,-5.4
CCOC(=O)C1=C(COC(=O)Cc2ccccc2[N+](=O)[O-])NC(=O)NC1C (stereo not drawn),-1.8,5.5,-5.7,1.5,11.0,-5.6,8.7,-1.2,4.0,-1.8
CN(C)S(=O)(=O)c1cc(NC(=O)[C@H](Cc2ccccc2)N2C(=O)c3ccccc3C2=O)ccc1Cl,2.5,2.0,2.6,10.8*,10.2,8.4,8.8,7.0,-68.7,1.8
Cc1ccc2nc(NC(=O)c3cccs3)sc2c1,-58.4,3.2,2.6,-93.1,9.8,-313.4,5.2,-66.8,-26.8,-7.1
CCOC(=O)CCc1c(C)c(C#N)c2nc3ccccc3n2c1-n1cnc2ccccc21,-1.6,6.6,-5.8,-28.3,-7.4,-2.2,6.2,-11.7,2.6,-1.3
Nc1nnc(CSc2ccc(Cl)cc2)s1,-0.7,-6.4,1.0,7.1,1.9,7.5,8.4,2.5,-2.7,4.3
CC(Oc1ccc(Cl)cc1)C(=O)NNC(=S)NC(=O)c1ccco1 (stereo not drawn),3.6,-3.0,0.7,-1.7,2.2,17.8,0.0,0.1,-1.4,0.9
CCOc1cc(/C=N/O)ccc1OCc1ccc(F)cc1,0.4,4.7,-4.4,-1.5,-5.8,0.5,-2.3,-2.4,-0.6,-1.7
COC1C(C)=C(C)C(=O)N1Cc1ccccc1 (stereo not drawn),-4.2,6.5,-4.5,-2.2,-3.7,-3.9,12.1,-1.6,3.5,10.9
Cc1ccc(CC2C(=O)N(c3ccc(F)cc3)C(=O)C2C)cc1 (stereo not drawn),-3.2,-0.4,3.2,-4.3,-9.8,1.5,-13.5,1.1,3.1,0.7
O=C(c1cccc(S(=O)(=O)N2CCCc3ccccc32)c1)N1CCN(c2ccccc2)CC1,3.7,-5.9,4.4,-0.5,11.9,7.2,0.6,0.8,1.9,4.5
O=C(/C=C/c1cccs1)N1CCCCC1,-0.4,6.0,-2.1,2.6,-8.5,-8.1,-6.5,1.2,-3.1,-9.9
C=CCN1[C@@H](CC(C)C)COc2cccc(N3CCCC3)c2S1(=O)=O,-2.7,2.8,-3.3,-4.5,x,-5.5,x,-3.8,2.9,0.2
COC(=O)c1ccc(Nc2cc(C)nc3ncnn23)cc1,0.5,1.1,-3.5,-1.6,5.8,-2.2,-4.0,-2.4,8.9,-4.5
Cc1ccc(S(=O)(=O)c2nc(S(C)(=O)=O)sc2NCc2ccc3c(c2)OCO3)cc1,-0.3,5.0,-1.8,0.8,5.8,-1.4,1.2,-0.6,-4.7,-0.3
c1ccc(C[C@H]2CNCCN2CCc2cccc3ccccc23)cc1,-4.6,3.7,-2.1,-3.8,2.3,2.4,-5.4,-0.4,4.7,2.5
O=C(Nc1ccccc1C(=O)O)c1ccc(NC(=O)C2CCCCC2)cc1,0.6,-14.8,-5.1,-26.4,-3.0,-17.7,-9.0,-29.1,-26.5,-6.3
Cc1cc(C)nc(SCC(=O)Nc2ccc3c(c2)OCO3)n1,-6.3,-11.8,3.9,-1.3,-4.7,-2.3,4.2,1.7,-0.2,-0.9
Cc1ccc2cc(CCNC(=O)C(C)C)c(=O)[nH]c2c1,-13.2,-14.2,4.6,-2.8,18.5,-49.0,10.9,0.6,-1.9,1.2
CC(C)c1ccc(C(=O)N2CCCC(c3cc(C(=O)Nc4ccccc4Cl)no3)C2)cc1 (stereo not drawn),2.0,-12.7,0.8,0.4,-10.0,3.7,-10.2,3.0,-5.9,6.0
